High-throughput results as filed in PubChem.
NCI-60 one-dose screen, 48 h, at 10 µM unless noted. Numbers give growth in % (100 = growth as untreated, 0 = no growth, -100 = all killed).
NCI-H322M: NCI-H322M lung cancer; 2.7% of 80,000 active; AID 1794733
SW-620: SW-620 colon cancer; 5.2% of 82,000 active; AID 1794795
HCT-15: HCT-15 colon cancer; 5.2% of 82,000 active; AID 1794746
COLO 205: COLO 205 colon cancer | AID 1794742 | 7.3% of 79,000 active
KM12: KM12 colon cancer cells; 5% of 82,000 active; AID 1794800
NCI-H226: NCI-H226 lung cancer; AID 1794732; 3.5% of 79,000 active
HCT-116: HCT-116 colon cancer | AID 1794798 | 7.3% of 82,000 active
NCI-H460: NCI-H460 lung cancer | 6.8% of 82,000 active | AID 1794736
HT29: HT29 colon cancer. 7.4% of 81,000 active. AID 1794748
* hit, by the source's call; nt = no result given; [ ] = remark or other dose. The calls were made as follows: active = growth percent below 10; inactive = the rest.

No.	structure	SW-620	COLO 205	HT29	KM12	HCT-116	NCI-H322M	NCI-H226	HCT-15	NCI-H460
1	NS(=O)(=O)c1ccc(Cn2c(SCC(=O)N/N=C/c3ccccc3)nc3ccccc3c2=O)cc1	106	120	111	103	99	91	93	95	101
2	CC(=O)C1CN(C)CCC1=O (stereo not drawn)	98	111	96	100	105	89	108	101	98
3	COc1ccc(CCNC(=S)/N=C/C2=C(O)CC(C)(C)CC2=O)cc1OC	98	103	104	105	96	109	102	104	107
4	CC(C)(C)NC1=NCCNC(c2ccccc2)=C1	102	112	109	108	102	111	98	102	109
5	O=C1c2c(c3c4cc(Br)ccc4[nH]c3c3ccc4ccccc4c23)C(=O)N1CCN1CCNCC1	-58*	87	9.0*	89	11	96	88	-87*	36
6	O=C1OCN(c2ccc(Cl)cc2)c2ccccc21	110	98	81	93	85	93	87	100	107
7	Nc1ncnc2c1ccn2-c1cccc(NC(=O)c2ccc(N3CCOCC3)c(C(F)(F)F)c2)c1	66	49	38	31	25	81	60	32	29
8	O=C(N/N=C\c1ccc(F)cc1)c1ccc2nc(-c3ccc(Br)cc3)[nH]c2c1	2.9*	19	-59*	16	-21*	68	33	22	-64*
9	O=C(CSc1nnc(-c2ccncc2)n1-c1ccccc1)c1ccccc1	106	104	91	93	94	92	85	101	101
10	CCCCCCCCCCC1OC(C)CC(C)O1 (stereo not drawn)	103	105	106	103	97	102	102	102	106
11	Clc1cccc(NC2=NCCN=C(Nc3cccc(Cl)c3)SS2)c1	102	89	84	83	79	58	94	82	93
12	CCN(CC)CCOc1nc2ccccc2c2c1-c1ccc(OC)cc1C2=O	-13*	-57*	-13*	-45*	-93*	-29*	14	2.9*	-34*
13	O=C(Nc1ccccc1)c1cc2ccccc2cc1O	99	112	106	96	82	97	105	113	89
14	Nc1nc(Nc2ccc(Cl)c(Cl)c2)nn1Cc1cccc(Br)c1	79	83	81	24	45	65	61	50	41
15	Cc1ccc(C)c(NC(=O)N2CCCCC2C)c1 (stereo not drawn)	101	100	102	102	108	87	101	108	110
16	O=C(O)c1ccc(NC(=O)c2ccc(-c3cccc([N+](=O)[O-])c3)o2)cc1	96	107	104	100	105	95	89	99	102
17	C#Cc1cccc(NC(=O)C2CCCN(C(=O)C=C)C2)c1 (stereo not drawn)	103[8.25 µM]	119[8.25 µM]	105[8.25 µM]	102[8.25 µM]	111[8.25 µM]	101[8.25 µM]	76[8.25 µM]	98[8.25 µM]	104[8.25 µM]
18	COc1ccc(-c2nc(-c3nonc3N)no2)cc1	102	119	104	105	95	120	100	104	102
19	Cc1cc2nc(C)c(C)nc2cc1C	111	99	108	108	112	118	84	107	101
20	CC(=O)c1ccc(Nc2ccnc(SCC(=O)c3ccc(-c4ccccc4)cc3)n2)cc1	74	89	84	76	58	78	89	87	97
21	Cc1ccccc1C(=O)OC(C)(C)C	100	106	99	99	100	nt	95	102	107
22	COc1ccc(/C=C/c2nc(N3CCOCC3)c3nc(Cl)c(Cl)cc3n2)cc1OC	109	105	97	94	89	145	102	98	106
23	Clc1ccc2nc3ccccc3cc2c1	108	107	80	99	107	111	109	101	109
24	Cc1c(C(=O)Nc2cccc(S(=O)(=O)N3CCCC3)c2)nnn1-c1ccccc1	91	82	90	83	54	86	70	83	76
25	N#CC1(O)CCCCC1	110	109	104	102	103	98	100	100	107

Individual results from above.
#18 in HCT-15 is listed with 104
#21 in NCI-H460 is listed with 107

Carrying on.
No.	structure	SW-620	COLO 205	HT29	KM12	HCT-116	NCI-H322M	NCI-H226	HCT-15	NCI-H460
26	COc1ccc2c(c1)c(-c1nc(-c3c[nH]c4ccncc34)cs1)cn2C	-64*	-82*	-72*	-89*	-88*	-31*	49	-54*	-78*
27	NS(=O)(=O)Oc1ccc(-c2cn3ccoc3n2)cc1	102	110	104	103	108	104	109	101	107
28	COc1cccc(-c2nn(-c3ccccc3)cc2-c2ccnc(NCCNC(=O)c3ccccc3)c2)c1	77	63	16	57	44	109	70	50	64
29	CCOC(=O)CC(C)=N	101	108	103	120	102	121	106	105	109
30	COc1ccc(-c2nnc3ccc(NNC(C)=O)nn23)cc1	107	111	106	103	111	101	87	108	109
31	CC(C)(C)OC(=O)NC(C)(C)C(=O)NCCC(=O)O	100	107	99	105	116	109	94	104	100
32	CCN(CC)c1cc(/C=C/c2ccc(OC)c(OC)c2)nc2cc(Cl)c(Cl)cc12	104	87	120	104	99	105	99	99	101
33	Cc1c[nH]n2c(-c3ccccc3)cc(C)c(C#N)c2n[nH]1	102	111	95	105	98	105	107	103	113
34	O=C1Nc2ccccc2/C1=C/c1cccn1CCCCCCn1c2ccccc2c(=O)c2ccccc21	102	50	93	13	70	98	73	23	91
35	O=c1[nH]cc(Cc2ccccc2)c(=O)[nH]1	106	110	110	101	108	107	104	99	110
36	Cc1ccc(-c2cc3nc(C(Cl)Cl)nc(-c4ccc(C)cc4)n3n2)cc1	85	78	72	76	87	79	100	78	61
37	O=C1/C(=C/c2cccc(OCc3ccc(Cl)cc3)c2)N=C2SCCN12	100	113	91	97	86	93	56	90	97
38	COc1cccc(-c2cn3nc(-c4c[nH]c5ccc(Br)cc45)sc3n2)c1	85	81	81	77	77	61	92	67	92
39	CCCCC/C=C\C/C=C\CCCCCCCCOc1ccc(CCOP(=O)(O)OCC[N+](C)(C)C)cc1	102	115	110	102	95	95	101	99	103
40	COC(=O)c1ccc(C2SCC(=O)N2NC(=O)C(O)(c2ccccc2)c2ccccc2)cc1 (stereo not drawn)	92	117	109	107	106	108	98	104	110
41	CC(C)CC(CC(C)C)NCC(C)OC(=O)c1ccc(N)cc1 (stereo not drawn)	100	121	96	98	85	99	100	101	107
42	O=C(O)c1cccc2c1Cc1ccccc1-2	105	101	96	88	99	108	104	96	108
43	COc1ccc(-c2ccc3c(c2)sc2nc(-c4ccc(F)cc4)cn23)cc1	99	1.7*	83	65	42	68	81	75	15
44	COc1cc(/C=C/c2nc3ccccc3c(=O)n2-c2ccc(C#Cc3ccc(C(C)(C)C)cc3)cc2C)ccc1O	98	110	101	94	81	84	117	95	95
45	CN(C)N=Nc1ccc(N=Nc2ccc(N(CCO)CCO)cc2)cc1	107	105	112	109	101	101	nt	103	107
46	COc1cc(/C=C2/C(=O)N=C(NC(C)=O)N2C)ccc1OC(C)=O	112	101	108	103	95	103	122	97	110
47	COC(=O)[C@@]1(O)C=Cc2nc3cccnc3c(=O)n21	93	104	109	103	96	100	85	98	101
48	O=C(O)c1ccc(-c2nn(-c3ccc(C(=O)O)cc3)cc2CNc2ccccn2)cc1	99	116	104	102	97	78	103	100	103
49	CC1(C)CC[C@@]23CC[C@@]4(C)[C@]5(C)CC[C@H]6C(C)(C)C(=O)CC[C@]6(C)[C@H]5CC(=O)[C@]4(OC2=O)[C@@H]3C1	92	nt	88	85	86	85	101	101	103
50	O=[N+]([O-])c1ccccc1Nc1ccccc1	109	121	109	111	104	111	100	103	110

The last 2 records of the part before come first, to join the parts:
No.	structure	SW-620	COLO 205	HT29	KM12	HCT-116	NCI-H322M	NCI-H226	HCT-15	NCI-H460
49	CC1(C)CC[C@@]23CC[C@@]4(C)[C@]5(C)CC[C@H]6C(C)(C)C(=O)CC[C@]6(C)[C@H]5CC(=O)[C@]4(OC2=O)[C@@H]3C1	92	nt	88	85	86	85	101	101	103
50	O=[N+]([O-])c1ccccc1Nc1ccccc1	109	121	109	111	104	111	100	103	110
51	O=C(c1nnc(Nc2ccccc2Br)o1)c1c[nH]c2ccccc12	99	99	100	82	88	95	86	80	99
52	Clc1ccc2c(NCCCn3ccnc3)c3oc4ccc(Cl)cc4c3nc2c1	57	96	81	88	81	71	58	52	11
53	Fc1ccc(-c2nc(-c3nc4cc(Cl)c(Cl)cc4[nH]3)cc3c2[nH]c2ccccc23)cc1	93	92	73	69	55	75	73	77	78
54	COc1cc(-c2n/c(=C\c3c(O)[nH]c4ccccc34)cc3c2=Nc2ccccc2-3)ccc1F	46	82	29	59	29	92	91	69	50
55	Cc1cc2nc(CC(=O)c3cccc([N+](=O)[O-])c3)c(=O)[nH]c2cc1C	94	110	68	87	55	94	91	77	88
56	O=C(CS(=O)(=O)c1oc(-c2ccc(Cl)cc2)nc1S(=O)(=O)c1ccccc1)N1CCCC1	-70*	-91*	-41*	62	0.1*	84	72	-89*	73
57	C[C@]12CCC(=O)C=C1CC[C@@H]1[C@@H]2[C@@H](O)C[C@]2(C)/C(=C\CO)CC[C@@H]12	109	104	115	114	101	131	nt	104	112
58	Fc1ccccc1-c1nc(-c2nc3ccccc3[nH]2)c2ccccn12	100	86	89	72	85	88	86	78	90
59	O=C1Nc2nc3ccccn3c2C(=O)[C@H](Cc2ccccc2)N1	101	126	106	100	92	103	104	95	103
60	COc1ccc(CNc2ccc(NC(=O)Nc3cc(OC)cc(OC)c3)cn2)cc1	96	104	106	101	92	68	91	98	92
61	CCn1c2ccccc2c2cc(N)ccc21	95	nt	94	98	90	101	82	97	99
62	NC(CCl)=NCCCC[C@H](N)C(=O)O	97	100	108	99	98	100	98	98	102
63	Cc1ccc2oc(C)[n+](CCC(=O)O)c2c1	105	111	99	101	102	92	106	96	105
64	O=C(NCCOCCOCCNc1cccc2c1C(=O)N(C1CCCNC1=O)C2=O)c1cc2c(o1)C(=O)c1ccccc1C2=O (stereo not drawn)	-6.9*	nt	2.4*	-14*	0.1*	-62*	-80*	-65*	-71*
65	Nc1nc(N)nc(-c2cc(Cl)ccc2Cl)n1	101	109	100	112	108	nt	104	107	105
66	CCC#CCn1cnc2c(OC)ncnc21	112	116	103	115	88	105	86	94	103
67	Cc1ccc2nc(C)c(-c3nnc(SCc4ccccc4)o3)n2c1	97	113	111	98	94	83	81	71	96
68	CC(C)NCC(O)c1cc(O)cc(O)c1 (stereo not drawn)	109	108	104	106	101	101	105	102	110
69	Nc1cccc(N2N=C(C(=O)O)CC2=O)c1	96	108	112	100	105	108	102	97	102
70	Cc1noc(C)c1C(=O)Nc1nc(-c2ccccc2)cs1	119	121	99	98	91	96	96	85	123
71	c1ccc(-c2nnc(Cn3c(Cc4cccc5ccccc45)nc4ccccc43)o2)cc1	102	111	93	87	78	82	74	90	98
72	C[C@]12C[C@H](c3ccoc3)OC(=O)[C@H]1CC[C@@]1(C)[C@@H]2C=C[C@@H](O)[C@]1(O)C(=O)O	99	115	94	99	75	90	100	102	106
73	CCN(CC)c1ccc(NC(C)=O)cc1	94	97	104	101	103	92	103	99	111

Structures from the list above that have an aryl methoxy group, in the order listed:
No.	structure	SW-620	COLO 205	HT29	KM12	HCT-116	NCI-H322M	NCI-H226	HCT-15	NCI-H460
3	COc1ccc(CCNC(=S)/N=C/C2=C(O)CC(C)(C)CC2=O)cc1OC	98	103	104	105	96	109	102	104	107
12	CCN(CC)CCOc1nc2ccccc2c2c1-c1ccc(OC)cc1C2=O	-13*	-57*	-13*	-45*	-93*	-29*	14	2.9*	-34*
18	COc1ccc(-c2nc(-c3nonc3N)no2)cc1	102	119	104	105	95	120	100	104	102
22	COc1ccc(/C=C/c2nc(N3CCOCC3)c3nc(Cl)c(Cl)cc3n2)cc1OC	109	105	97	94	89	145	102	98	106
26	COc1ccc2c(c1)c(-c1nc(-c3c[nH]c4ccncc34)cs1)cn2C	-64*	-82*	-72*	-89*	-88*	-31*	49	-54*	-78*
28	COc1cccc(-c2nn(-c3ccccc3)cc2-c2ccnc(NCCNC(=O)c3ccccc3)c2)c1	77	63	16	57	44	109	70	50	64
30	COc1ccc(-c2nnc3ccc(NNC(C)=O)nn23)cc1	107	111	106	103	111	101	87	108	109
32	CCN(CC)c1cc(/C=C/c2ccc(OC)c(OC)c2)nc2cc(Cl)c(Cl)cc12	104	87	120	104	99	105	99	99	101
38	COc1cccc(-c2cn3nc(-c4c[nH]c5ccc(Br)cc45)sc3n2)c1	85	81	81	77	77	61	92	67	92
43	COc1ccc(-c2ccc3c(c2)sc2nc(-c4ccc(F)cc4)cn23)cc1	99	1.7*	83	65	42	68	81	75	15
44	COc1cc(/C=C/c2nc3ccccc3c(=O)n2-c2ccc(C#Cc3ccc(C(C)(C)C)cc3)cc2C)ccc1O	98	110	101	94	81	84	117	95	95
46	COc1cc(/C=C2/C(=O)N=C(NC(C)=O)N2C)ccc1OC(C)=O	112	101	108	103	95	103	122	97	110
54	COc1cc(-c2n/c(=C\c3c(O)[nH]c4ccccc34)cc3c2=Nc2ccccc2-3)ccc1F	46	82	29	59	29	92	91	69	50
60	COc1ccc(CNc2ccc(NC(=O)Nc3cc(OC)cc(OC)c3)cn2)cc1	96	104	106	101	92	68	91	98	92
66	CCC#CCn1cnc2c(OC)ncnc21	112	116	103	115	88	105	86	94	103
